High-throughput results: PubChem, NCI
NCI-60 one-dose screen, 48 h, at 10 µM unless noted. Numbers give growth in % (100 = growth as untreated, 0 = no growth, -100 = all killed).
K-562: K-562 leukemia; hit rate 7.4% among 78,000
MOLT-4: MOLT-4 leukemia cells; hit rate 6.9% among 80,000
MCF7: MCF7 breast cancer. AID 1794796. hit rate 6.3% among 82,000
MDA-MB-468: MDA-MB-468 breast cancer. hit rate 8.5% among 78,000. AID 2202374
MDA-MB-231: MDA-MB-231 breast cancer; hit rate 5% among 81,000
MDA-MB-435: MDA-MB-435 melanoma; hit rate 7.8% among 82,000; AID 1794794
RPMI-8226: RPMI-8226 leukemia cells; hit rate 7.5% among 77,000
SR: SR leukemia cells; hit rate 8.7% among 73,000
Active calls of the source: *; x = no result given; & = joins results of further samples; [ ] = dose if it differs, or a comment. Rule for the calls: active = growth percent below 10; inactive = the rest.

Results follow in this order: MDA-MB-435	MCF7	MOLT-4	SR	K-562	RPMI-8226	MDA-MB-468	MDA-MB-231
CC1(c2ccc(Cl)cc2)NC(=O)NC1=O (stereo not given)
 : 105	93	105	110	116	101	113	91
O=C(Nc1ccc(-n2cc(-c3ccncc3)c(-c3ccc(O)c(Cl)c3)n2)cc1)Nc1cccc(Cl)c1Cl
 : 51	42	39	74	40	13	43	27
O=c1c2cccc3c(Nc4ccccn4)ccc(c32)c2nc3ccccc3n12
 : 99	29	62	10	47	49	-22*	71
Cn1c(=O)c2[nH]c(CNc3ccc(C(=O)O)cc3)nc2n(C)c1=O
 : 108	102	117	x	90	x	106	128
C/C(=N\NC(=O)CSc1nc2ccccc2c(=O)n1CCc1ccc(S(N)(=O)=O)cc1)c1cccnc1
 : 92	88	79	84	76	50	97	93
Cn1cc(-c2nc(-c3c[nH]c4ccncc34)cs2)c2cc(Br)ccc21
 : -81*	-72*	-66*	-24*	-54*	-38*	-72*	-81*
Cc1ccccc1NC(=O)c1sc2nc(C)c(C(=O)/C=C/c3ccccc3)cc2c1N
 : -23*	10.0*	17	24	13	-25*	9.6*	3.8*
O=C(Cc1ccc(F)c(Cl)c1)Nc1cc(C2(C(F)(F)F)CC2)nn1Cc1ccccc1
 : 88	81	93	x	77	76	24	14
COc1ccc(-c2cc(-c3nc4ccccc4[nH]3)[nH]n2)cc1OC
 : 67	72	x	13	19	24	66	70
O=C(CCc1ccc(-c2ccccc2)o1)Nc1ncc(Cc2ccc(F)cc2)s1
 : 97	90	100	95	96	97	96	105
O=C(O)/C=C/C(=O)Nc1ccc(C(=O)O)cc1
 : 111	101	107	106	89	98	115	90
C=C1CCC2C3(C)COC(C)(C)OC3CCC2(C)C1CC(Sc1ccccc1)C1=CCOC1=O (stereo not given)
 : 86	77	80	93	93	x	103	88
Cc1nc(Nc2ccc(NC(=S)Nc3ccccc3)cc2)nc2nc(SCc3ccccc3)[nH]c(=O)c12
 : 109	87	87	62	72	67	x	77
CCOC(=O)c1c(C)oc2ncnc(N3CCN(C(=O)COc4ccc(C(C)(C)C)cc4)CC3)c12
 : 100	83	59	x	54	45	61	81
O=C(O)CCC1C(=O)NC(=O)CC1c1ccccc1 (stereo not given)
 : 99	100	116	128	112	88	98	103
O=S(=O)(NCc1ccccc1)c1cccc(N=Cc2ccccc2O)c1
 : 104	90	106	121	100	116	108	105
COc1ccc(C(=O)c2sc3nc(-c4cc(OC)ccc4OC)cc(-c4ccccc4)c3c2N)cc1
 : 90	91	85	93	118	92	103	99
CCOC(=O)c1cc(C(=O)c2cc(OC)cc(OC)c2)n2cnc(-c3ccc(Cl)cc3)cc12
 : 99	89	89	80	89	91	109	97
O=C(NCc1ccc(Cl)cc1Cl)Nc1cccs1
 : 110	87	84	105	86	98	102	102
CCOC(=O)c1c(C)oc2ncnc(N3CCN(C(=O)COc4ccccc4)CC3)c12
 : 101	92	96	x	98	93	84	95
Cc1ccc(S(=O)(=O)NNC(=O)COc2ccc3c(C)c(Cc4ccccc4)c(=O)oc3c2C)cc1
 : 102	94	103	90	103	97	102	107
CCCCCCCCCCCCCCCC(=O)NCCOC(C)=O
 : 100	97	110	97	97	102	101	107
CC(Cl)(CCl)CS(=O)(=O)c1ccc(Cl)cc1 (stereo not given)
 : 108	100	101	96	105	100	104	97
CSc1nn(-c2nc(-c3cccs3)c(C#N)c(=O)[nH]2)c(N)c1C#N
 : 107	93	95	97	98	109	113	104
N=c1c2cc(-c3ccccc3)oc2ncn1NC(=O)c1ccccc1
 : 97	87	124	122	124	118	88	95
Cc1cccc(Cl)c1NC(=O)NCCCN1CCOCC1
 : 105&99	91&100	113&95	98	109&99	114&103	115&101	104&105
CN(C)c1ccc(/C=C/C2NC(C(=O)Nc3ccc(-c4n[nH]c(=S)o4)cc3)CS2)cc1 (stereo not given)
 : 102	91	97	106	91	100	102	107
C=CC(=O)OCCOCCCC
 : 105	99	98	94	102	124	103	112
Cc1c(C(=O)/C(=C/O)N=Nc2ccc([N+](=O)[O-])cc2)nnn1-c1ccc(Cl)cc1
 : 98	93	104	109	106	109	91	95
COc1cc(C2C(C#N)=C(N)OC3=C2C(=O)c2ccccc2C3=O)cc(OC)c1OC (stereo not given)
 : -20*	19	87	32	x	18	42	36
CC(C)CC(=O)NS(=O)(=O)c1ccccc1
 : 100	101	106	118	115	111	105	122
CC(=O)Nc1c(C)ccc([N+](=O)[O-])c1C
 : 111	107	x	x	x	85	91	108
C/C(=C/c1ccccc1)C(=O)O
 : 104	95	100	85	96	94	95	x
COc1cc(C(=O)N2CCOCC2)cc(OC)c1OC
 : 110&116	90	96&70	x	105&67	111&93	100&96	105&107
COc1cc2c(cc1OC)C(=O)/C(=C/c1cccc(OCC(=O)c3ccccc3)c1)C2
 : 110	61	55	42	44	43	x	98
O=C1NC(=S)S/C1=C\c1ccccc1Br
 : 95&118	91&94	97&94	90&70	92	78&79	115&105	87&100
COc1cc(NC(=O)CCSc2nc3ccc(C)cc3c(=O)n2Cc2ccccc2)cc(OC)c1OC
 : 92	78	103	95	78	84	69	53
C=C1CCC2C3(C)COC(c4c(OC)cccc4OC)OC3CCC2(C)C1C/C=C1/C(=O)OCC1O (stereo not given)
 : 19	28	51	35	38	-54*	20	87
Nc1cc(N)[nH]c(=S)n1
 : 104	99	96	80	105	103	109	x
Clc1nc2ccc(Br)cc2cc1Cn1nnc(Cc2ccccc2)n1
 : 98	97	100	102	116	x	104	85
O=C(NC1c2ccccc2Oc2ccccc21)OC1CCCCC1
 : 102	85	103	69	99	90	89	75
N#Cc1c(-c2ccccc2)c(-c2ccccc2)n[nH]c1=O
 : 17	62	98	37	46	50	80	70
Cc1c(C(=O)Nc2nc3ccccc3s2)cnn1-c1ccccc1Cl
 : 91	83	70	99	48	74	87	88
O=C(c1ccc(Cl)cc1)C1C(c2ccccc2)C1[N+](=O)[O-] (stereo not given)
 : 114	96	84	78	93	96	111	91
CCC(CC)/C(C)=C(\C)C1CC1CCNS(=O)(=O)c1ccc(C)cc1 (stereo not given)
 : 105	83	94	96	81	98	91	106
CCCCN1C(=O)/C(=c2\sc3n(c2=O)C2C(NN=3)N(CC)C(=O)N2CC)c2ccccc21 (stereo not given)
 : -34*	5.3*	11	11	5.9*	4.6*	1.7*	8.3*
O=C1CCC2=C3C4CCCCC4C(=O)C4CCCC(OC2C1)C34 (stereo not given)
 : -68*	13	7.0*	x	5.6*	-4.9*	33	28
CN1CCCNCC1
 : 107	95	108	101	100	100	108	116
COc1ccc(-c2cc(N)n(-c3nc4ccccc4[nH]3)n2)cc1
 : 99	78	105	99	91	89	105	96
Cc1ccc(S(=O)(=O)/C(C#N)=C/NC(=S)Nc2ccc(S(N)(=O)=O)cc2)cc1
 : 107	102	98	92	104	99	100	104
CCOC(=O)c1cc2c(n1C)-c1nc(OC)c(S(=O)(=O)c3ccccc3)cc1CCC2
 : 91	78	66	60	63	55	83	85
CC[C@@H](C(=O)[C@@H](C)[C@@H](O)[C@H](C)[C@@H]1O[C@@H]([C@@H](CC)C(=O)ONC(=O)c2ccccc2O)CC[C@@H]1C)C1O[C@]2(C=CC(=O)[C@]3(CC[C@@](C)([C@H]4CC[C@](O)(CC)[C@H](C)O4)O3)O2)[C@H](C)C[C@@H]1C (stereo not given in full)
 : 63	18	45	1.6*	29	25	16	51
c1ccc2c(c1)Oc1cccnc1-n1nccc1-2
 : 107	99	109	94	104	97	95	94
COc1cc2c(cc1OC)C(c1ccc(N=Cc3ccc(N(C)C)cc3)cc1)N(C(=S)Nc1cc(Cl)ccc1Cl)CC2 (stereo not given)
 : 86	79	76	76	81	55	67	84
Cc1ccc(S(=O)(=O)Nn2c(COc3ccccc3)nc3ccccc3c2=O)cc1
 : 95	84	118	131	103	100	98	88
O=P(O)(O)c1ccccc1Cl
 : 104	91	97	107	98	106	105	105
CC(=O)c1ccc(Nc2nc(NCCO)nc(NCCO)n2)cc1
 : 105	96	103	112	98	104	107	118
C1CN(CSCN2CCOCC2)CCO1
 : x	91	92	90	87	x	128	114
O=C(CCN1C(=O)/C(=C/c2ccccc2)SC1=S)NCCN1CCOCC1
 : 101	94	103	97	96	97	98	95
O=C(CCN1C(=O)/C(=C/c2ccc(Cl)cc2)SC1=S)Nc1ncc(Cc2ccccc2)s1
 : 106	95	104	109	102	113	99	108

The listing continues.
Results follow in this order: MDA-MB-435	MCF7	MOLT-4	SR	K-562	RPMI-8226	MDA-MB-468	MDA-MB-231
CCOC(=O)C1=C(N)N(c2ccc(Cl)cc2)C2=C(C(=O)CC(C)(C)C2)C1c1ccc(OC)cc1 (stereo not given)
 : 115	109	x	x	x	130	102	106
Cc1ccccc1N=Nc1ccc(N=Nc2ccc(O)cc2O)c(C)c1
 : 104	59	100	83	100	91	60	91
O=C(NS(=O)(=O)c1ccccc1)n1ccc2c(Cl)ccnc21
 : 101	97	102	95	108	100	109	104
c1ccc2sc(SSN3CCOCC3)nc2c1
 : 104	97	118	132	128	103	121	96
c1cnc2nc3c(cc2c1)oc1ncccc13
 : 111	86	113	96	104	96	99	103
Cc1cc(C)c(C#N)c(OCc2cc(C(C)(C)C)cc(C(C)(C)C)c2)n1
 : 102	91	103	93	90	90	x	95
[O-][n+]1cccc2cccc(O)c21
 : 119	92	108	102	104	113	112	95
Cc1cc([N+](=O)[O-])c(C)cc1N
 : 110	91	101	91	100	97	x	90
Cc1nc(SCC(=O)c2ccc(Cl)cc2)n(Nc2ccccc2)c1C
 : 99	88	87	86	88	92	x	95
Nc1nonc1-c1nc2c(Cl)cccc2[nH]1
 : 100	79	117	108	124	102	x	x
CCN(CC)S(=O)(=O)Oc1ccc2c(C)cc(=O)oc2c1
 : 95	97	96	96	99	x	97	104
CN(C)c1ccc(/C=N/Nc2ccc3nnc(-c4ccccc4)n3n2)cc1
 : 86	66	x	x	x	99	83	99
COc1cc2ncnc(-n3ncc4cc(NC(=O)Nc5ccc(Cl)c(C)c5)ccc43)c2cc1OC
 : 94	73	84	71	91	97	94	99
CN1CCN(c2ccc(Nc3ncc(C(N)=O)c(NCCCNC(=O)C4CCC4)n3)cc2)CC1
 : 67	49	18	30	42	101	6.6*	12
Nc1ccc(S(=O)(=O)O)c2cccc(S(=O)(=O)O)c12
 : 104	111	95	x	121	91	118	122
Nc1cncnc1N
 : 100	98	103	89	100	99	84	92
CCOc1ccc(/C=C(\C#N)c2cc3ccccc3[nH]2)cc1
 : -29*	25	31	18	15	80	33	72
O=C1Nc2ccccc2/C1=N/N1CCCCCC1
 : 112	94	102	96	106	x	113	91
CC(C)CCC[C@@H](C)[C@H]1CC[C@H]2[C@@H]3CC[C@@H]4C[C@@H](O)CC[C@]4(C)[C@H]3CC[C@]12C
 : 97	99	104	x	113	103	x	93
CN1CCN(Cc2ccc(C(=O)Nc3cncc(C#Cc4cnc5cccnn45)c3)cc2C(F)(F)F)CC1
 : 58	20	14	x	6.7*	29	61	41

Quoted at random: 6 compounds from above, in no set order.
Results follow in this order: MDA-MB-435	MCF7	MOLT-4	SR	K-562	RPMI-8226	MDA-MB-468	MDA-MB-231
Nc1nonc1-c1nc2c(Cl)cccc2[nH]1
 : 100	79	117	108	124	102	x	x
CN1CCN(c2ccc(Nc3ncc(C(N)=O)c(NCCCNC(=O)C4CCC4)n3)cc2)CC1
 : 67	49	18	30	42	101	6.6*	12
CN(C)c1ccc(/C=N/Nc2ccc3nnc(-c4ccccc4)n3n2)cc1
 : 86	66	x	x	x	99	83	99
c1ccc2sc(SSN3CCOCC3)nc2c1
 : 104	97	118	132	128	103	121	96
c1cnc2nc3c(cc2c1)oc1ncccc13
 : 111	86	113	96	104	96	99	103
CCOc1ccc(/C=C(\C#N)c2cc3ccccc3[nH]2)cc1
 : -29*	25	31	18	15	80	33	72

Next section.
Results follow in this order: MDA-MB-435	MCF7	MOLT-4	SR	K-562	RPMI-8226	MDA-MB-468	MDA-MB-231
O=C(Nc1ccc(CN2CCc3nc4cc(O)c(O)cc4cc32)cc1)c1cccc(Cl)c1Cl
 : 108	101	88	85	92	102	118	100
Nc1ccc(CSc2ccccc2)cc1
 : 104	90	103	107	106	104	x	85
COc1ccc2c(c1OC)C(=O)OC2C1c2c(c(COC(=O)C(C)NC(=O)OC(C)(C)C)c3c(c2OC)OCO3)CCN1C (stereo not given)
 : 101	95	x	55	x	93	x	97
S=c1[nH]c2ccccc2[nH]c1=S
 : 110&104	97&92	101&110	96&110	98&108	100&99	97&97	105&91
COc1ccc(Nc2nnc(-c3c[nH]c4ccccc34)o2)cc1
 : 82	59	40	71	68	32	-7.1*	65
NCCC[C@@H](N)C[C@H]1O[C@@H](n2cnc3c(N)ncnc32)[C@H](O)[C@@H]1O
 : 105[100 µM]	94[100 µM]	99[100 µM]	108[100 µM]	100[100 µM]	101[100 µM]	100[100 µM]	97[100 µM]
O=C([C@@H]1C[C@@H]1c1ccc(S(F)(F)(F)(F)F)cc1)N1CCN(c2cc(Cl)ccc2C(F)(F)F)CC1
 : 96	90	55	65	61	62	65	80
COc1ccc(NC(=O)c2ccc(NC3=C(c4ccc(Cl)cc4)C(=O)N(C)C3=O)cc2)cc1
 : 89	70	65	55	75	62	95	81
Cc1cccc2nc3ccccc3c(Nc3ccc(NS(C)(=O)=O)cc3)c12
 : 79	25	-0.5*	-3.1*	35	52	68	73
CCOc1ccc(OCC)c(NC(=O)OC(C)C)c1
 : 111	92	92	87	96	107	105	100
COC(=O)C1(NC(=O)CNC(=O)OCc2ccccc2)CCCC1
 : 106	94	111	100	99	x	96	96
CS(=O)(=O)Nc1cncc(-c2ccc3ncnc(Nc4ccc(F)c(Cl)c4)c3c2)c1
 : 49	13	-23*	23	35	16	-30*	55
CCOC(=O)/C(F)=C/C1CC1C(CC)CC (stereo not given)
 : 106	93	108	110	110	120	95	101

No new results follow: an excerpt of the list.
Results follow in this order: MDA-MB-435	MCF7	MOLT-4	SR	K-562	RPMI-8226	MDA-MB-468	MDA-MB-231
O=C(Nc1ccc(CN2CCc3nc4cc(O)c(O)cc4cc32)cc1)c1cccc(Cl)c1Cl
 : 108	101	88	85	92	102	118	100
Nc1ccc(CSc2ccccc2)cc1
 : 104	90	103	107	106	104	x	85
